Screening results (PubChem)
Gli-Sufu block – blocks Gli-Sufu signaling in a luciferase reporter; AID 588413; inhibition, % at 5 µM; 340,000 tested, 0.74% active; Sufu-KO-LIGHT fibroblasts, Gli luciferase reporter luminescence;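 active = inhibition above about 55%, limit read from the data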;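 also: 0% = DMSO-treated cells and 100% = wells with medium but no cells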
MPTP inh – blocks calcium-induced mitochondrial swelling; isolated mouse mitochondria, Ca2+ swelling absorbance, 30 min; inhibition, % at 10 µM; 360,000 tested, 1.4% active; AID 602449;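 active = inhibition of 50% or more, scaled per plate between neutral and stimulator controls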;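 also: 0% = DMSO wells given calcium and 100% = 1 mM EGTA wells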
CCR6 antagonist – blocks CCL20-driven beta-arrestin recruitment at human CCR6 | P51684 | CHO-K1 CCR6 PathHunter beta-arrestin, luminescence, CCL20-stimulated | inhibition, % at 20 µM | 340,000 tested, 0.49% active | AID 493098;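 active = compounds whose inhibition of the agonist-driven luminescence signal at 20 µM reaches about 50%, limit read from the data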;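 also: cells stimulated with CCL20 at 14 nM final; plate controls were DMSO with CCL20 for no effect and DMSO without agonist for full effect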
APOBEC3G inh – APOBEC3G (human) deaminase inhibition. recombinant A3G, ssDNA deamination FAM/TAMRA fluorescence. inhibition, % at 20 µM. AID 493012. 330,000 tested, 0.28% active. Q9HC16;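 active = inhibition of at least 40% at 20 µM, with no more than 30% in the related APOBEC3A deaminase screen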;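 also: plate controls were DMSO wells with A3G for no effect and wells lacking A3G enzyme for full effect; some compounds called inactive have numbers as strong as hits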
Target sequence (Q9HC16 whole entry, looked up): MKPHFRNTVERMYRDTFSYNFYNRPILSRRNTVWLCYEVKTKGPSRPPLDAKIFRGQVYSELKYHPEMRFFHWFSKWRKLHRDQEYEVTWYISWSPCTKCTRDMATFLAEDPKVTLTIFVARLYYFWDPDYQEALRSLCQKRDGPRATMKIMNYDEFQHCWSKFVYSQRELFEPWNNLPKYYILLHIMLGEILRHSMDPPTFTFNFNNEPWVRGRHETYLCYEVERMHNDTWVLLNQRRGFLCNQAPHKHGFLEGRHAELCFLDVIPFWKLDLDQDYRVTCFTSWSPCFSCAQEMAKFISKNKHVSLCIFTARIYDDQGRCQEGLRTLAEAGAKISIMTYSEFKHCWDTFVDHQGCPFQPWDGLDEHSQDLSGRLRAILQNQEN
A3A deaminase – blocks human APOBEC3A ssDNA deamination | 330,000 tested, 0.41% active | AID 493011 | recombinant A3A, FAM/TAMRA ssDNA deamination fluorescence | inhibition, % at 20 µM | P31941;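 active = at least 40% inhibition at 20 µM here, with at most 30% in a related deaminase screen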;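 also: plate controls were A3A with DMSO for no effect and wells lacking A3A enzyme for full effect; some results filed as inactive read as strong as hits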
Target sequence (P31941 whole entry, looked up): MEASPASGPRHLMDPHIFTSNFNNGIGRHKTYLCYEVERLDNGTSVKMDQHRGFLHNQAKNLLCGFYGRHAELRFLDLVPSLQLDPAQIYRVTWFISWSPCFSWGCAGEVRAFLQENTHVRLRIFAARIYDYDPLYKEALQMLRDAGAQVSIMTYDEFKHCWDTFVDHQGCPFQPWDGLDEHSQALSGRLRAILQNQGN
EBI2 antag – EBI2 (human) antagonism; EBI2 beta-arrestin recruitment, luminescence, 7a,25-OHC stimulated; inhibition, % at 5 µM; 360,000 tested, 0.81% active; AID 651636; in the data active = inhibition above about 38%;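 also: enzyme fragment complementation signal reports receptor beta-arrestin coupling in cells; 0% = agonist plus DMSO wells and 100% = wells without agonist; some results beyond the cut were filed as inactive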
Target sequence (P32249 whole entry, looked up, the tested form may be a part): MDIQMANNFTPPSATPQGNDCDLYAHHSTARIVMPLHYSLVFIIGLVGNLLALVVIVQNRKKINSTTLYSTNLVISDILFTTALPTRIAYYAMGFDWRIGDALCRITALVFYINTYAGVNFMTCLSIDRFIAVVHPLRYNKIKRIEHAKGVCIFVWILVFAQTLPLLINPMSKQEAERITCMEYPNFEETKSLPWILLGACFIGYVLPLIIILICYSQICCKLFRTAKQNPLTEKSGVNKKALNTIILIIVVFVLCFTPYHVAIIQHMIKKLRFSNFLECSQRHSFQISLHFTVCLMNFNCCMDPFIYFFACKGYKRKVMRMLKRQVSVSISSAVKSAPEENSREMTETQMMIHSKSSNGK
CXCR6 block – CXCR6 (human) receptor inhibition | O00574 | CHO-K1 PathHunter CXCR6 beta-arrestin, luminescence | inhibition, % at 20 µM | 360,000 tested, 0.36% active | AID 602244; in the data active = inhibition above about 34%, passing the limit was not always enough;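 also: antagonist mode with CXCL16 agonist at 10 nM final; 0% = 10 nM CXCL16 with DMSO and 100% = unstimulated wells without agonist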
GRIN3A LBD mod – modulates the human NR3A ligand-binding domain | 340,000 tested, 2.5% active | Tm shift relative to glycine control, % at 25 µM | NR3A LBD differential scanning fluorimetry, Tm shift; 0% = protein alone, 100% = glycine-bound protein;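 active = melting temperature shift of at least 10% of the positive control shift, at one fixed dose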
An asterisk follows results filed as active; · = no result given.

Start of the data: the first three records, to show the layout:
Values in the order: Gli-Sufu block	MPTP inh	CCR6 antagonist	APOBEC3G inh	A3A deaminase	EBI2 antag	CXCR6 block	GRIN3A LBD mod
#1 CCCCc1nn(-c2cc(Cl)ccc2OC)c2c1C(=O)CCC2
    2	-0.4	8	-5	-2	3	-1	0
#2 COc1ccc(C(=O)C(OC(=O)CNC(=O)c2ccco2)c2ccccc2)cc1 (centres undefined)
    7	-0.7	17	-6	-2	-12	-6	0
#3 Cc1cc(-c2ccc(Br)s2)nc(-n2cccc2)n1
    -2	0.7	-2	·	·	-1	-10	-7

The whole of this part, previewed entries included:
Values in the order: Gli-Sufu block	MPTP inh	CCR6 antagonist	APOBEC3G inh	A3A deaminase	EBI2 antag	CXCR6 block	GRIN3A LBD mod
#1 CCCCc1nn(-c2cc(Cl)ccc2OC)c2c1C(=O)CCC2
    2	-0.4	8	-5	-2	3	-1	0
#2 COc1ccc(C(=O)C(OC(=O)CNC(=O)c2ccco2)c2ccccc2)cc1 (centres undefined)
    7	-0.7	17	-6	-2	-12	-6	0
#3 Cc1cc(-c2ccc(Br)s2)nc(-n2cccc2)n1
    -2	0.7	-2	·	·	-1	-10	-7
#4 O=[N+]([O-])c1ccc(O)c(/C=N/n2cnnc2)c1
    -2	3.6	22	-2	0	-9	14	3
#5 CN1CCc2ccccc2C1C1CCNCC1 (centres undefined)
    19	3.7	1	2	8	-10	-2	-2
#6 O=C(NCc1ccc2c(c1)OCO2)C1CC(=O)N(C2CCCCCC2)C1 (centres undefined)
    37	-0.6	-14	-2	-2	-20	-1	4
#7 CC(N1CCOC1=O)S(=O)(=O)c1ccccc1 (centres undefined)
    -6	0.0	-2	-4	-1	4	-2	2
#8 Cc1ccc(OCCNC(=O)c2ccccc2OCc2c(C)noc2C)cc1
    -3	0.4	9	-5	1	4	2	0
#9 O=S(=O)(c1ccccc1)N1CCN(Cc2ccccc2C(F)(F)F)CC1
    4	2.2	25	-6	-5	2	1	4
#10 Cc1cccc(CN2CCOCCS2(=O)=O)c1
    -8	-0.6	-3	-8	6	-12	3	-4
#11 C=CCC[C@@H](Cc1ccc(F)cc1)C(=O)OC[C@@H](NC(=O)[C@@H](CC=C)CC(=O)N[C@@H](CO)Cc1ccccc1)C(C)(C)C
    23	2.1	-5	-5	-1	-1	-11	-6
#12 Cc1c(C)c2ccc(OCc3ccc(C(=O)O)o3)c(C)c2oc1=O
    -9	-0.9	17	-4	1	3	-1	-1
#13 O=C(O)c1ccc(-c2ccccc2C(F)(F)F)o1
    9	0.6	2	0	-2	-10	-2	2
#14 COC(=O)/C(=N\Nc1ccc(Cl)cc1)Sc1nnc(-c2ccc(OC)cc2)n1C
    80*	5.3	-6	-12	-6	-6	16	-2
#15 O=C1C2C3C=CC(C4CC34)C2C(=O)N1Cc1ccccc1 (centres undefined)
    0	-0.6	3	-3	-3	-8	10	0
#16 Cc1ccc2nc(Cc3ccc(N)cc3)[nH]c2c1
    10	-1.8	-3	-1	-7	-2	6	2
#17 CCOC(=O)c1ccc(NC(=O)CSc2nnc(CNc3ccc(C)cc3)n2C)cc1
    -19	-0.2	0	5	4	-13	-5	-3
#18 COc1ccccc1NC(=O)C(C)OC(=O)CCSc1ccc(F)cc1 (centres undefined)
    -3	0.7	13	-12	-2	-8	4	3
#19 CCCCOCCCNC(=O)N[C@@H](CCSC)C(=O)OC
    -3	-0.8	8	-7	0	6	-1	2
#20 COc1ccc(/C=C2\SC(=S)N(c3cccnc3)C2=O)cc1
    -2	2.7	9	-7	0	-6	-5	2
#21 CC1CCN(CCCNC(=O)c2cc3c(Cl)nc4ccccc4c3s2)CC1
    48	-1.5	19	-1	8	-1	-7	1
#22 Cn1c(=O)c([N+](=O)[O-])c(Cl)c2ccccc21
    -2	-2.4	101*	·	·	16	88*	0
#23 Cc1nc2c(nnn2Cc2ccccc2)c(=O)n1-c1ccccc1
    -6	2.4	2	-4	-3	-8	-5	0
#24 Cc1ccc(NC(=O)CN(C)S(=O)(=O)c2cccc3nsnc23)cc1
    -1	-2.0	7	-7	-5	1	5	1
#25 Cc1cccc2c(=O)c(C(=O)NCCCN3CCOCC3)c[nH]c12
    12	-0.7	-1	10	-4	-13	-7	1
#26 N#Cc1c2n(c(=S)n(-c3ccccn3)c1=O)CCCCC2
    12	-1.3	8	0	3	-7	8	1
#27 CC1CCN(CC(O)COCCOc2ccc(Br)cc2)CC1 (centres undefined)
    12	0.0	-2	-6	-3	-13	7	-1
#28 Brc1ccc2[nH]c3c(NCc4ccccn4)ncnc3c2c1
    43	57*	-4	1	7	30	-12	1
#29 CN1C2CCC1CC(NC(=O)CSc1ccc(C(C)(C)C)cc1)C2 (centres undefined)
    6	0.0	3	1	1	11	-5	0
#30 Cc1cc(NC2CCCCC2)nc(-c2ccccc2O)n1
    -71	2.0	-5	-6	1	-21	-10	-5
#31 COc1cc(CC(=O)OCC(=O)NC2CCCCC2)cc(OC)c1OC
    1	1.6	5	-12	-1	4	8	-1
#32 Cc1cccc(Nc2nc(NCCCN3CCOCC3)nc(N)c2[N+](=O)[O-])c1
    -9	-0.5	9	3	4	4	-7	-1
#33 CC1CCCN(c2ccc(C(=O)NCC3CCCO3)cn2)C1 (centres undefined)
    -14	2.7	20	-7	-4	1	-5	0
#34 O=C(CCc1nc2ccccc2c(=O)[nH]1)Nc1ccc(N2CCCCC2)cc1
    4	1.4	2	0	5	-5	-2	-1
#35 Cc1ccccc1NC(=O)c1ccc(C)c(S(=O)(=O)NCc2cccnc2)c1
    -9	-0.6	6	-5	5	-2	9	0
#36 c1ccc(Oc2cccc(OCCCCN3CCCC3)c2)cc1
    19	1.7	25	-10	-5	-1	-3	0
#37 O=C(COc1ccc2ccc(=O)oc2c1)Nc1cccc(S(=O)(=O)N2CCCCC2)c1
    0	-1.9	15	-8	-1	2	-5	-6
#38 Cc1cc(N2CCOCC2)nc(SCC(=O)c2ccc(Cl)cc2)n1
    21	0.7	7	-3	0	13	-21	-1
#39 CS(=O)(=O)N(CC(=O)NCC1CCCO1)c1ccc(Cl)c(Cl)c1 (centres undefined)
    6	0.8	7	-6	-3	1	-2	-1
#40 O=C(O)c1ccc(NC(=O)C2CC=CCC2C(=O)O)cc1 (centres undefined)
    -1	-5.1	-10	-1	3	-4	-2	0
#41 CC(C)CCn1c(COc2ccccc2)nn(CCC#N)c1=S
    12	0.1	14	-11	-3	4	12	-1
#42 O=c1[nH]n(-c2cccc3cccnc23)c(=O)c2ccccc12
    1	0.6	5	-5	-4	-4	-4	-2
#43 COc1cc(C(=O)N2CCc3ccccc32)ccc1OCc1c(C)noc1C
    -2	2.8	11	-6	-1	3	3	-2
#44 Cc1ccc(C(=O)NNC2=Nc3cc([N+](=O)[O-])ccc3OC2)cc1
    -2	3.2	20	-4	-9	5	-2	-1
#45 O=[N+]([O-])c1ccc(Nc2ccccc2)c2nonc12
    4	5.8	51*	-1	5	13	32	-5
#46 O=C(Nc1ccc(Cl)cc1)C1C2CCCCC21 (centres undefined)
    -72	1.5	5	1	-6	-4	12	1
#47 O=C(CCN1CCN(c2ccccc2)CC1)Nc1ccccc1
    20	0.1	32	-9	-5	16	11	7
#48 COc1ccccc1CNS(=O)(=O)c1csc(C(N)=O)c1
    36	-1.8	7	0	-8	-2	1	2
#49 COc1ccccc1NC(=S)NC(NC(=O)C(C)C)C(Cl)(Cl)Cl (centres undefined)
    -5	2.0	19	-9	-2	4	6	-3
#50 COc1ccccc1-c1sc2cc3c(cc2c1-c1ccc(OCCN2CCOCC2)cc1)OCO3
    -6	-1.3	-1	3	2	-17	-14	1
#51 Cc1ccc(-c2nn(-c3ccc(F)cc3)cc2C(=O)NCCCN2CCCC2=O)cc1
    -2	-2.2	1	1	-4	4	3	3
#52 Nc1nonc1-c1noc(CCCN2C(=O)c3ccccc3C2=O)n1
    -20	-1.2	-14	-1	2	-6	-3	2
#53 Cc1ccc(S(=O)(=O)NC2=NCCCCC2)cc1
    -1	0.7	-5	-3	-2	-4	5	0
#54 Cc1cc(-c2nn(C)c(=O)c3ccccc23)ccc1CNC(=O)NC1CCCCC1
    -13	0.6	9	-6	-2	14	4	-3
#55 CC(=O)c1c(C)nn(CC(O)COc2ccc3ccccc3c2)c1C (centres undefined)
    4	9.4	-13	-2	1	8	-10	-1
#56 CCN(CC)c1ccc(/C=N/NC(=O)c2cccc(S(=O)(=O)N3CCOCC3)c2)c(O)c1
    ·	0.3	18	-10	-3	5	-8	-20
#57 CCN(CC(=O)Nc1c(F)cccc1F)C(=O)c1ccc(COc2ccccc2)cc1
    -1	0.1	9	-5	-5	6	-8	-2
#58 O=S(=O)(CCN1CCSCC1)c1ccccc1
    2	0.2	8	-9	6	-11	-2	-1
#59 CC[N+](C)(CC)CCC/C(=N/O)C(O)(c1ccccc1)c1ccccc1
    -24	2.7	-4	18	36	-5	-7	3
#60 COc1cc(NC(=O)c2c(F)cccc2F)nc(OC)n1
    -23	-0.9	-8	3	5	8	4	0

Looked up one by one from the list above, 4 records:
Values in the order: Gli-Sufu block	MPTP inh	CCR6 antagonist	APOBEC3G inh	A3A deaminase	EBI2 antag	CXCR6 block	GRIN3A LBD mod
#57 CCN(CC(=O)Nc1c(F)cccc1F)C(=O)c1ccc(COc2ccccc2)cc1
    -1	0.1	9	-5	-5	6	-8	-2
#35 Cc1ccccc1NC(=O)c1ccc(C)c(S(=O)(=O)NCc2cccnc2)c1
    -9	-0.6	6	-5	5	-2	9	0
#31 COc1cc(CC(=O)OCC(=O)NC2CCCCC2)cc(OC)c1OC
    1	1.6	5	-12	-1	4	8	-1
#34 O=C(CCc1nc2ccccc2c(=O)[nH]1)Nc1ccc(N2CCCCC2)cc1
    4	1.4	2	0	5	-5	-2	-1

Next structures.
Values in the order: Gli-Sufu block	MPTP inh	CCR6 antagonist	APOBEC3G inh	A3A deaminase	EBI2 antag	CXCR6 block	GRIN3A LBD mod
#61 CCOC(=O)Cc1csc(NC(=O)CSc2nnc3ccccn23)n1
    -10	-0.3	3	-1	0	4	-3	0
#62 Cc1ccc(S(=O)(=O)N(C(=O)c2ccco2)c2cc3sc(=O)oc3c3ccccc23)cc1
    7	0.5	7	8	3	42	-6	-4
#63 CC(C)(C)NC(=O)C(c1ccncc1)N(Cc1cccs1)C(=O)Cn1nnc(-c2cccs2)n1 (centres undefined)
    4	-0.2	12	-9	-4	-11	0	1
#64 Cc1cc(C)c(C(=O)NCCCN2CCOCC2)c(C)c1
    21	0.8	2	0	-1	-10	-6	0
#65 COc1ccc(-c2cn[nH]c2-c2ccc(OCc3ccccc3)cc2O)cc1OC
    6	2.9	10	-3	3	11	-2	0
#66 Cc1ccc(S(=O)(=O)N2CCN(C(=O)COC(=O)c3ccc(Cl)nc3)CC2)c(C)c1
    0	-2.6	-1	-1	-1	-6	-2	-1
